Bcl-B Bim block = human Bim-Bcl-B interaction inhibition. Q9HD36. bead-based flow cytometry, Bim peptide-Bcl-B binding. inhibition, % at 10 µM. actives 0.073% (n = 190,000). AID 951;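 also: 0% = tracer peptide without compound and 100% = reference inhibitor peptide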
Target sequence (Q9HD36 whole entry, looked up): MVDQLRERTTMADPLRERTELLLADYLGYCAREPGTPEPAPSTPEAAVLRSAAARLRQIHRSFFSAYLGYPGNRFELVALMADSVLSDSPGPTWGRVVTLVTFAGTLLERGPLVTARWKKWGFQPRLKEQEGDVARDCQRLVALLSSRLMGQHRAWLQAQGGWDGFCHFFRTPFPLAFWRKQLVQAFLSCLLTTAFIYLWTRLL
RGS7-Gao = modulates binding of RGS7 to human Galphao. Multiplexed bead flow cytometry; actives lie on both sides. binding response (% of control), % at 10 µM. actives 0.35% (n = 220,000); in the data active = binding response below about 49% or above about 150%; inconclusive = no clear call, values can overlap the other calls; inactive = in between;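 also: fluorescent Galphao held in activated GDP-AlF4 state binding bead-coupled RGS7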
Target sequence (P09471 whole entry, looked up): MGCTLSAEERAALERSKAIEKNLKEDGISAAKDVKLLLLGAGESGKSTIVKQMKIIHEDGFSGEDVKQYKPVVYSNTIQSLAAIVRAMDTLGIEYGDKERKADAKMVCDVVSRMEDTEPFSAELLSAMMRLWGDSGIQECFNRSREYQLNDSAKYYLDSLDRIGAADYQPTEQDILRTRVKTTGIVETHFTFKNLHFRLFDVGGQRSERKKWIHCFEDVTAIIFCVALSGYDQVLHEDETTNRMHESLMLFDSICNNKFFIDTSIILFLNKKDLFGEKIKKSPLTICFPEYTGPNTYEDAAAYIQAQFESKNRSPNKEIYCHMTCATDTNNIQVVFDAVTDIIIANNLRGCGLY
Bim-Bcl-XL = inhibitors of Bim-Bcl-XL interaction, human | Q07817 | Bim peptide-Bcl-XL binding, bead flow cytometry, fluorescence | inhibition, % at 10 µM | actives 0.04% (n = 190,000) | AID 1007
Target sequence (Q07817 whole entry, looked up): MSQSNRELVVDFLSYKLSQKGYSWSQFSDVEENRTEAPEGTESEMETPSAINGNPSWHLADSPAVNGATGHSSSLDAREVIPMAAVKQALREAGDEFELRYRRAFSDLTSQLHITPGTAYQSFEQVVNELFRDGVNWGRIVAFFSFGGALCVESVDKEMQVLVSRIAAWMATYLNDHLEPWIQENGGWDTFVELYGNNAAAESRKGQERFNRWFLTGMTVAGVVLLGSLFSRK
Bcl-2 Bim block = human Bim-Bcl-2 interaction inhibition; P10415; Bead-based flow cytometry, Bim peptide-Bcl-2 binding; inhibition, % at 10 µM; actives 0.06% (n = 190,000); in the data active = inhibition above about 40%; inconclusive = no clear call, values can overlap the other calls;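 also: 0% = no compound wells with probe peptide and 100% = reference peptide inhibitor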
Target sequence (P10415 whole entry, looked up): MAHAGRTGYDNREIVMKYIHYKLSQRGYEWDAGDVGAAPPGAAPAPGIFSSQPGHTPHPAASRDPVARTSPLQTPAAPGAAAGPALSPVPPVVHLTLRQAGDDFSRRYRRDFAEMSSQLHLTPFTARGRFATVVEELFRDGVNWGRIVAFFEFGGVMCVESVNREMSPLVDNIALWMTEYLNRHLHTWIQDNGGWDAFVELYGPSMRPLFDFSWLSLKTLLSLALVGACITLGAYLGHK
Bim-Mcl-1 = disrupts Bim peptide binding to human Mcl-1 | actives 0.1% (n = 190,000) | inhibition, % at 10 µM | Bead-based flow cytometry, Bim peptide-Mcl-1 binding | AID 1009;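 also: 0% = no compound tracer wells and 100% = peptide blocker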
Bfl-1 Bim block = human Bim-Bfl-1 interaction inhibition; Q16548; Bead-based flow cytometry, Bim-Bfl-1 binding inhibition; inhibition, % at 10 µM; actives 0.12% (n = 190,000); AID 1008;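 also: 0% = wells without compound plus tracer and 100% = blocker peptide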
RGS4-Gao reg = human RGS4-Galphao interaction regulation | P09471 | Multiplexed bead flow cytometry, RGS4-Galphao binding; actives lie on both sides | binding response (% of control), % at 10 µM | actives 0.33% (n = 220,000) | AID 1415; in the data active = binding response below about 49% or above about 150%; inactive = in between;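 also: fluorescent Galphao activated with aluminum fluoride binding bead-coupled RGS4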
Mcl1-Bid inh = disrupts binding of human Mcl-1 to Bid peptide; actives 0.97% (n = 220,000); inhibition, % at 21.7 µM; AID 1021; Q07820; TR-FRET Mcl-1/Bid-Dy647 peptide binding, 1536-well;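 active = compounds that cut the binding signal by more than half at the single screening dose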;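 also: His-tagged Mcl-1 with europium anti-His antibody binding Bid BH3 peptide; 0% = Mcl-1 plus peptide wells and 100% = peptide-only wells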
GSH fluor = GSH bead compound fluorescence profile; actives 0.25% (n = 190,000); fluorescence (KMESF) at 10 µM; GSH beads flow cytometry, compound fluorescence 488/530 nm; hits give high values; AID 1776; in the data active = fluorescence above about 89;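 also: glutathione beads carrying GST-tagged Bcl family fusion proteins plus one bare bead set; values are compound well signal with DMSO vehicle wells as background; inactives centre near 16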
RGS8-Gao reg = regulators of human RGS8-Galphao interaction | multiplexed bead flow cytometry, RGS8-Galphao binding; actives lie on both sides | response (percent of control binding), % at 10 µM | actives 0.34% (n = 220,000) | AID 1423; in the data active = response below about 60% or above about 140%; inactive = in between;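 also: Galphao activated as the GDP aluminium fluoride complex binding bead-coupled RGS8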
Bcl-W Bim block = human Bim-Bcl-W interaction inhibition; bead-based flow cytometry, Bim peptide-Bcl-W binding; inhibition, % at 10 µM; Q92843; actives 0.02% (n = 190,000);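 also: 0% = bound tracer without compound and 100% = peptide blocker; higher means less fluorescent Bim peptide bound to Bcl-W beads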
Starred values were filed as active, the others as inactive; u = inconclusive; & = joins results of further samples; [ ] = remark or other dose. Rule as the data show it, unless noted: active = inhibition above about 40%.

SMILES	Bcl-B Bim block	RGS7-Gao	Bim-Bcl-XL	Bcl-2 Bim block	Bim-Mcl-1	Bfl-1 Bim block	RGS4-Gao reg	Mcl1-Bid inh	GSH fluor	RGS8-Gao reg	Bcl-W Bim block
Cc1cccc(N2C(=O)CC(SC(=Nc3ccccc3)Nc3ccccc3)C2=O)c1 (stereo not drawn)	-11.0	106.6	-8.0	-10.0	-3.0	-8.0	110.1	-3.3	32	104.3	-4.0
CCOC(=O)c1cccc(NC(=O)CN(c2ccc(C)cc2)S(=O)(=O)c2c(C)noc2C)c1	-11.0	97.6	-10.0	-15.0	-5.0	-21.0	97.5	-1.5	34	100.5	-2.0
CC(=O)/C(N=Nc1cc(C)ccc1O)=C(\C)O	-2.0	95.9	-2.0	0.0	0.0	-1.0	96.8	-40.7	11	99.1	0.0
O=C(Nc1cccc(C(F)(F)F)c1)c1cnc2n(c1=O)CCS2	-7.0	104.8	-4.0	-8.0	0.0	-7.0	104.1	-12.7	14	101.9	-1.0
O=C(CSC1=NCCS1)N1CCOCC1	-5.0	100.1	-21.0	-2.0	-1.0	-11.0	101.1	-23.6	249*	103.2	3.0
CN(C)S(=O)(=O)c1ccc(C(=O)NCc2cccs2)cc1	-13.0	98.5	-5.0	-13.0	-4.0	-16.0	102.5	-7.0	35	99.9	-3.0
COCCNC(=S)N/N=C(\C)c1cccc([N+](=O)[O-])c1	-1.0	101.0	1.0	-3.0	0.0	0.0	103.5	-61.8	6	102.2	-1.0
COc1cc(C(=O)NCC(=O)N/N=C(/C)c2cccs2)cc(OC)c1OC	-1.0	86.8	-8.0	-2.0	-7.0	5.0	93.3	-36.7	10	84.3	-3.0
Cc1nn(C)cc1CNC(=O)c1cccc(Cl)c1	-10.0	103.6	-16.0	-3.0	0.0	-9.0	100.4	-11.2	41	106.3	-1.0
O=C(N/N=C/c1ccco1)c1cc(-c2cccc(Br)c2)nc2ccccc12	-1.0	97.1	-3.0	0.0	1.0	1.0	95.2	-21.6	12	98.1	-2.0
O=C1CN=C(Nc2ccc(Cl)cc2)N1c1ccccc1	1.0	96.9	-1.0	-4.0	5.0	-1.0	97.4	28.5	20	95.5	0.0
CCSC1=C(C#N)C(c2ccccc2C)CC(=O)N1 (stereo not drawn)	-10.0	94.2	-2.0	-11.0	0.0	-12.0	98.1	15.8	62	97.4	4.0
Cc1cccc(N=C2NN=C(c3ccccc3F)CS2)c1C	0.0	97.9	3.0	-2.0	-1.0	-2.0	99.5	-9.0	12	100.5	0.0
CN(C)C(=O)Cn1c(SCC(=O)N2CCCc3ccccc32)nc2ccccc21	-5.0	93.7	-4.0	-4.0	-1.0	-3.0	91.7	-13.3	23	101.7	-3.0
O=C(c1cn(CC(=O)N2CCCCC2)c2ccccc12)C1CC1	13.0	108.5	3.0	13.0	3.0	1.0	110.2	-51.2	42	104.0	3.0
CNC(=S)NNC(=O)c1ccccc1Br	-12.0	95.5	-3.0	-5.0	-5.0	-1.0	95.5	-11.8	9	97.8	-3.0
CC(C)CCCNc1nc(N2CCOCC2)nc(N2CCOCC2)n1	-9.0	99.5	-6.0	-10.0	-5.0	-2.0	101.9	1.3	15	99.6	-6.0
CC(NC(=O)CCN1N=C(c2ccccc2)CCC1=O)c1ccc2c(c1)OCCO2 (stereo not drawn)	2.0	79.9	0.0	0.0	12.0	7.0	84.7	7.8	10	80.8	0.0
Clc1ccc(Cn2cnc3ccccc32)cc1	1.0	104.0	-4.0	2.0	1.0	-4.0	101.4	-12.0	11	99.7	-1.0
N#CN(CC(N)=O)c1nc(N2CCCCC2)nc(N2CCCCC2)n1	-2.0	104.1	-9.0	0.0	-3.0	-1.0	105.3	-10.7	17	100.6	-9.0
Cc1ccc(C(C#N)c2ccc(Cl)nn2)cc1 (stereo not drawn)	-5.0	u	-2.0	-5.0	-1.0	-5.0	101.1	-20.6	11	99.7	0.0
N#CCCN(Cc1cccnc1)C(=S)NC(=O)c1ccco1	-4.0	106.7	2.0	2.0	3.0	3.0	103.9	-37.9	25	106.6	3.0
Cc1onc(-c2c(Cl)cccc2Cl)c1C(=O)N1CCc2ccccc21	-3.0	95.6	-3.0	1.0	0.0	0.0	96.0	-11.2	19	98.2	0.0
O=C1c2sc3nc4c(c(=O)n3c2C(=O)N1c1ccccc1)CCC4	-1.0	96.4	-1.0	0.0	-2.0	0.0	102.8	-16.9	8	98.8	-2.0

Retrieved one by one from the entries so far:
SMILES	Bcl-B Bim block	RGS7-Gao	Bim-Bcl-XL	Bcl-2 Bim block	Bim-Mcl-1	Bfl-1 Bim block	RGS4-Gao reg	Mcl1-Bid inh	GSH fluor	RGS8-Gao reg	Bcl-W Bim block
CN(C)C(=O)Cn1c(SCC(=O)N2CCCc3ccccc32)nc2ccccc21	-5.0	93.7	-4.0	-4.0	-1.0	-3.0	91.7	-13.3	23	101.7	-3.0
Cc1ccc(C(C#N)c2ccc(Cl)nn2)cc1 (stereo not drawn)	-5.0	u	-2.0	-5.0	-1.0	-5.0	101.1	-20.6	11	99.7	0.0

(cont.)
SMILES	Bcl-B Bim block	RGS7-Gao	Bim-Bcl-XL	Bcl-2 Bim block	Bim-Mcl-1	Bfl-1 Bim block	RGS4-Gao reg	Mcl1-Bid inh	GSH fluor	RGS8-Gao reg	Bcl-W Bim block
CCCOc1ccc(C2C(C(=O)/C=C/c3ccco3)=C(O)C(=O)N2CCN2CCOCC2)cc1OC (stereo not drawn)	-7.0	99.3	-2.0	0.0	1.0	2.0	100.1	-29.3	17	98.9	0.0
N#CCCn1cc(/C=N/NC(=O)c2ccncc2)c(-c2ccccc2)n1	-5.0	97.9	-6.0	-7.0	-1.0	-7.0	95.9	-16.0	23	98.7	0.0
O=S1(=O)CC(O)C(Nc2ccc(Cl)cc2)C1 (stereo not drawn)	-5.0	103.2	-2.0	-2.0	-2.0	0.0	97.0	-11.4	31	103.8	-1.0
CC(C)C(=O)Nc1ccc(C(=O)c2ccccc2)cc1	-1.0	87.8	-1.0	-4.0	-2.0	-1.0	87.2	3.8	15	92.4	-3.0
Cc1ccc(-n2cc(C(=O)c3ccc(N4CCN(C)CC4)cc3)nn2)cc1Cl	-2.0	98.1	-1.0	-6.0	-1.0	-7.0	95.5	-8.3	17	98.6	-3.0
COCCNC(=O)c1c(C)cc(C)cc1C	-3.0	u	-2.0	-1.0	0.0	-4.0	101.1	-25.0	16	98.8	-1.0
CCC(=O)c1c[nH]c(C(=O)NCC2CCCO2)c1 (stereo not drawn)	-8.0	101.7	-6.0	-6.0	-2.0	-7.0	103.2	-8.6	39	105.5	-4.0
N#Cc1c(Sc2ncc(C(F)(F)F)cc2Cl)nsc1C/C=N\OCc1c(F)cccc1Cl	-17.0	106.5	-6.0	-3.0	-1.0	11.0	104.4	-43.3	21	100.5	3.0
COc1cccc(C(=O)NC2(C(F)(F)F)N=C3SCCN3C2=O)c1 (stereo not drawn)	-4.0	97.6	-2.0	-3.0	-3.0	-1.0	95.3	-23.7	22	98.3	-5.0
COc1ccccc1N1C(=O)CC(Sc2ncccc2C(=O)O)C1=O (stereo not drawn)	-2.0	105.6	-1.0	-2.0	0.0	-11.0	110.2	8.8	22	104.0	2.0
CN1CCN(CC#CCC(O)(c2ccccc2)C2CCCC2)CC1 (stereo not drawn)	-1.0	97.7	0.0	5.0	0.0	2.0	92.8	5.4	22	94.7	1.0
O=C(NN=C1c2ccccc2-c2ccccc21)c1cccc(Br)c1	-11.0	110.1	-9.0	-6.0	-9.0	-8.0	109.5	12.6	11	105.8	-5.0
COc1cc(NC(=O)CSc2nccc(=O)[nH]2)c(C)cc1[N+](=O)[O-]	-3.0	u	-2.0	-4.0	0.0	-5.0	98.3	-4.4	16	101.1	-1.0
O=C1c2ccccc2C(=O)N1CCCc1nc(-c2ccccn2)no1	-2.0	98.9	-2.0	-2.0	-1.0	-1.0	104.2	-7.1	12	101.0	0.0
Cn1c(N)c(C(c2ccccc2)c2c(N)n(C)c(=O)n(C)c2=O)c(=O)n(C)c1=O	4.0	104.2	0.0	5.0	0.0	8.0	102.8	-23.7	8	106.8	2.0
CC(C(=O)Nc1ccc(S(=O)(=O)N2CCOCC2)cc1)N1CCN(c2ccccn2)CC1 (stereo not drawn)	-3.0	98.5	-2.0	0.0	-3.0	-5.0	102.1	-5.8	9	106.5	-2.0
O=C(Nc1cccc2nsnc12)c1cccs1	-2.0&-7.0	99.3&97.8	-3.0&-1.0	1.0&2.0	-2.0&0.0	0.0&0.0	98.8&99.7	-10.3&-17.6	12&15	99.5&99.0	-1.0&0.0
O=C(N1CCOCC1)N1c2ccccc2Sc2ccccc21	-3.0	101.8	3.0	-1.0	1.0	-9.0	85.2	-14.1	11	93.2	3.0
CCN(CC)CCCN=Cc1c(O)n(Cc2ccccc2)c(=O)c2ccccc12	4.0	106.5	0.0	-2.0	0.0	-1.0	107.2	-43.1	17	109.0	0.0
O=C(NNc1cccc(Cl)n1)c1cccnc1Cl	-2.0	101.8	-6.0	-3.0	-9.0	0.0	97.5	-13.8	12	100.5	-2.0
Cn1c[n+](C)cc1/C=N/O	0.0	99.3	-1.0	-1.0	-1.0	0.0	100.0	-26.2	19	102.5	-1.0
CN(CCOc1ccccc1)CC(=O)Nc1ccc([N+](=O)[O-])cc1Cl	-2.0	97.8	-3.0	-3.0	-3.0	-5.0	97.2	0.8	12	98.6	-2.0
O=C(NCCNC(=O)C1CC2CCC1C2)C1CC2CCC1C2 (stereo not drawn)	-10.0	186.2*[activator]	-12.0	-16.0	-9.0	-22.0	122.6	8.2	36	100.0	-3.0
Cc1ccc(CNC(=O)CSc2ccc(-c3ccccn3)nn2)cc1	-7.0	102.8	-3.0	0.0	0.0	-3.0	98.3	7.4	26	101.4	-1.0
CCN1CCC2(CC1)C(C#N)=C(N)Oc1c2sc2nc(C)cc(C)c12	-5.0	96.0	-11.0	-11.0	0.0	-12.0	98.9	-17.3	36	100.7	0.0
COc1ccc(C/C(N)=N/OC(=O)C(c2ccccc2)c2ccccc2)cc1OC	-6.0	100.0	-10.0	-9.0	-2.0	-16.0	97.7	-34.3	33	100.4	1.0
Cc1cc(/C=C2\NC(=S)N(C)C2=O)ccc1N1CCCC1	-18.0	105.3	-1.0	-4.0	-3.0	0.0	108.2	-0.5	24	101.0	-1.0
Cn1cccc1/C=N/N1CCN(c2ccccn2)CC1	2.0	73.1	-1.0	2.0	0.0	0.0	75.0	-43.2	7	90.0	0.0
CCN1/C(=C/c2ccc3cc(C)ccc3[n+]2C)Sc2ccc3sccc3c21	4.0	102.1	34.0	54.0*	38.0	46.0*	96.6	-27.6	8	98.7	22.0
CC(C)N(C(=O)CSc1nc2c([nH]1)c(=O)n(C)c(=O)n2C)c1ccccc1	-7.0	98.0	-2.0	-8.0	-1.0	-11.0	99.2	-20.3	25	99.7	0.0
NCCCC[C@@H]1NC(=O)c2cc([N+](=O)[O-])cc(I)c2SC[C@@H](C(=O)NCC(N)=O)NC(=O)CNC1=O	-4.0	104.0	-4.0	-2.0	0.0	0.0	101.5	-1.2	19	101.1	1.0
CN(C)C(=O)C1C2NC(=S)N(c3cccc(Cl)c3)C1(C)Oc1ccc(Cl)cc12 (stereo not drawn)	-14.0	97.6	-6.0	-6.0	-3.0	-2.0	95.1	-59.2	11	98.3	-5.0
N/C(=N\OC(=O)c1ccco1)c1ccccc1	-2.0	96.9	-1.0	-21.0	0.0	0.0	99.0	-2.2	17	103.4	-1.0

From PubChem BioAssay
